Screening results deposited in PubChem by The Scripps Research Institute Molecular Screening Center.
TEAD-YAP inh: TEAD-YAP interaction inhibition; inhibition, % at 9.12 µM; HEK-TIYL cells, TEAD-Gal4/YAP UAS-luciferase luminescence; actives 1.4% (n = 640,000); in the data active = inhibition above about 32%;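 note: 0% = median of test compound wells and 100% = reference inhibitor wells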
GPR151 ag: human GPR151 activation; PathHunter beta-arrestin GPR151 cells, luminescence; AID 1508602; actives 1% (n = 650,000); Q8TDV0; activation, % at 11.2 µM; in the data active = activation above about 4.9%;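 note: 0% = median of compound wells and 100% = cells with positive control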
Target sequence (Q8TDV0 whole entry, looked up): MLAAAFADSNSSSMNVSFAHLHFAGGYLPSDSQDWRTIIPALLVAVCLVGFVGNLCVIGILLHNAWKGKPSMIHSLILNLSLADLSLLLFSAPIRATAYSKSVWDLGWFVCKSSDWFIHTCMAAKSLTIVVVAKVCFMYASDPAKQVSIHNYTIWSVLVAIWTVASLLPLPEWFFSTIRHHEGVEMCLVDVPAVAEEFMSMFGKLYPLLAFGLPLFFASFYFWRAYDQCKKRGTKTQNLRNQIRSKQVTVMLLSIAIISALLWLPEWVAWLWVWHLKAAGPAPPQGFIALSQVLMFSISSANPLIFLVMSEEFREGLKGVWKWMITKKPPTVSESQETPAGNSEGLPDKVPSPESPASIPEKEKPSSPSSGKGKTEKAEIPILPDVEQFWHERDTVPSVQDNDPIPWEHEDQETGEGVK
FBW7 activator: human FBW7 E3 ligase activation, primary screen; AlphaScreen FBW7–phospho-cyclin E peptide binding, activator screen; normalized activity (activation), % at 26.1 µM; actives 0.13% (n = 650,000); in the data active = normalized activity above about 1.9%;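 note: purified mutant Fbw7 with reduced substrate affinity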
MITF primary: human MITF inhibition, primary screen | O75030 | AlphaScreen MITF homodimerization, bead proximity signal | inhibition, % at 2.6 µM | actives 0.91% (n = 650,000); in the data active = inhibition above about 50%;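 note: 0% = vehicle wells with protein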
Target sequence (O75030 whole entry, looked up): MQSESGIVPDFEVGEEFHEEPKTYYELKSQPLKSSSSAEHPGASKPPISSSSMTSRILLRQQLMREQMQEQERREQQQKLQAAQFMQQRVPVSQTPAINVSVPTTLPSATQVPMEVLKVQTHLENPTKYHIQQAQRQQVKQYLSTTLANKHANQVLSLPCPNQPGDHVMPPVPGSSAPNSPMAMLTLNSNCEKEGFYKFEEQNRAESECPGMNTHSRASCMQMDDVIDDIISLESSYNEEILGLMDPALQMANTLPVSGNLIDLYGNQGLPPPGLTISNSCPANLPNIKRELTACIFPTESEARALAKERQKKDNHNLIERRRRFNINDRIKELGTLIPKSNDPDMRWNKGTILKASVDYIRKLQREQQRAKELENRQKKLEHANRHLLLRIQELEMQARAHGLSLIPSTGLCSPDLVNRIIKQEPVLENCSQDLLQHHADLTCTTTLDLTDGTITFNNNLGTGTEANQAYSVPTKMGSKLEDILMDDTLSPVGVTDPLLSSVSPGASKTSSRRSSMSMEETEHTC
An asterisk follows results filed as active.

structure,MITF primary,TEAD-YAP inh,GPR151 ag,FBW7 activator
CC(=O)NC1(C(Cl)(Cl)Cl)Oc2ccccc2O1,8.1,5.1,1.1,-0.2
COc1cccc(C2C(N3C(=O)c4ccccc4C3=O)C(=O)N2c2ccccc2OC)c1 (stereo unspecified),-6.0,9.0,-0.8,-0.1
Cc1ccc(S(=O)(=O)N(CCc2ccccc2)CC(=O)N2CCN(c3ccccc3F)CC2)cc1,0.2,13.5,-0.5,-0.1
O=C(CNC(=O)c1cccc([N+](=O)[O-])c1)OCCCC(=O)c1ccc(F)cc1,11.1,-1.3,-0.5,0.1
CCCNC(=O)c1cccc(-c2cccc(C(C)=O)c2)c1,11.8,-1.4,0.1,0.3
COc1ccc(CN2CCN(Cc3ccc(OC)cc3OC)CC2)c(OC)c1,72.2*,-2.4,-0.5,0.0
COc1ccc(NC(=O)C2C3C=CC4(O3)C2C(=O)N(C2CCCCC2C)C4C(=O)NC2CCCCC2)cc1 (stereo unspecified),-6.3,0.9,1.3,-0.1
CN(C)c1ccc(/C=C(\C#N)c2nc(-c3cc4ccccc4oc3=O)cs2)cc1,-7.9,4.0,1.0,-0.1
OCCC1CN(Cc2cccc3c2OCO3)CCN1CCCc1ccccc1 (stereo unspecified),4.6,-4.2,3.3,0.0
O=C(Cc1ccc(N2CCC(NCCCn3cccn3)CC2)cc1)NCc1ccccc1,10.6,-6.5,2.0,0.1
COc1ccc(NC(=O)C(=O)NCCN2CCN(C(=O)c3ccccc3)CC2)cc1,6.3,6.9,1.1,0.1
CCOC(=O)CC(NS(=O)(=O)c1ccccc1)c1ccc(OCC)cc1 (stereo unspecified),-1.6,0.9,-0.2,0.2
CCCc1nc2ccccc2n1CCC,12.9,9.5,-0.7,0.0
CC(=O)NC12CC3CC(C1)CC(C(=O)OCC(=O)/C(C#N)=C(\C)N)(C3)C2,-5.6,-3.6,3.3,-0.1
COc1ccc(OC)c(C2C(C#N)=C(N)Oc3c2ccc2ccccc32)c1 (stereo unspecified),5.4,51.0*,-1.7,0.2
O=[N+]([O-])c1ccccc1CCc1cnc(Cl)s1,-10.8,1.2,-0.5,-0.1
O=C(NC1CC1)c1ccc(-c2ccc(N3CCOCC3)nc2)s1,16.2,-35.2,-11.8,0.3
Cc1nnc(SCC(=O)Nc2ccc([N+](=O)[O-])cc2)nc1C,1.2,20.2,0.8,-0.1
O=[N+]([O-])c1ccc(/C=N/N2CCOCC2)cc1,0.7,-31.5,0.6,0.0
Cc1c(C(=O)N2CCCCCC2)sc2ncn(CC(=O)N3CCCC(C)C3)c(=O)c12 (stereo unspecified),15.9,2.3,0.8,0.1
Cc1ccc(OCC(=O)N(C)Cc2ccccc2)c(C)c1,2.2,-11.8,-0.8,-0.2
O=C1C2C3c4ccccc4C(c4ccccc43)C2C(=O)N1c1cccnc1 (stereo unspecified),-8.7,1.9,-0.3,-0.3
Cc1c(C(=O)NCCCN2CCOCC2)sc2ncn(CC(=O)Nc3cccc(C(F)(F)F)c3)c(=O)c12,6.0,0.8,-0.9,0.0
COc1cc(-c2[nH]nc3c2C(c2ccccc2Br)C(C#N)=C(N)O3)cc(OC)c1OC (stereo unspecified),-2.9,35.8*,-0.1,0.0
CC(C)(C)c1ccc(OCCSc2nc3ccccc3o2)cc1,1.0,3.0,-1.2,-0.1

4 entries from above, field by field:
> O=C(Cc1ccc(N2CCC(NCCCn3cccn3)CC2)cc1)NCc1ccccc1
  MITF primary = 10.6 | TEAD-YAP inh = -6.5 | GPR151 ag = 2.0 | FBW7 activator = 0.1

> COc1ccc(OC)c(C2C(C#N)=C(N)Oc3c2ccc2ccccc32)c1 (stereo unspecified)
  MITF primary = 5.4 | TEAD-YAP inh = 51.0* | GPR151 ag = -1.7 | FBW7 activator = 0.2

> O=C1C2C3c4ccccc4C(c4ccccc43)C2C(=O)N1c1cccnc1 (stereo unspecified)
  MITF primary = -8.7 | TEAD-YAP inh = 1.9 | GPR151 ag = -0.3 | FBW7 activator = -0.3

> O=[N+]([O-])c1ccccc1CCc1cnc(Cl)s1
  MITF primary = -10.8 | TEAD-YAP inh = 1.2 | GPR151 ag = -0.5 | FBW7 activator = -0.1

Next results follow:
structure,MITF primary,TEAD-YAP inh,GPR151 ag,FBW7 activator
CC(CCc1ccco1)NC(=O)Nc1cccc2ccccc12 (stereo unspecified),-9.4,5.8,-0.2,-0.1
O=C(CCc1nnc2n(CCc3ccccc3)c(=O)c3ccccc3n12)N1CCOCC1,4.1,0.9,-0.4,-0.1
COc1ccc(/C=C/C(=O)OCC(=O)c2ccc[nH]2)cc1S(=O)(=O)N1CCOCC1,11.6,9.3,1.9,-0.1
Cc1ccc(N2CC(O)=C(c3nc4ccccc4c(=O)[nH]3)C2=N)cc1Cl,12.4,-2.8,1.5,0.1
COc1ccc(CN2CCN(Cc3ccccc3C)CC2)cc1OC,62.3*,10.0,-0.8,0.1
O=C(c1ccc(Cl)cc1)c1cc(Cl)c(C(=O)c2ccc(Cl)cc2)cc1Cl,0.9,10.7,0.3,-0.2
CN(C)C(CNC(=O)CCCN=C1NS(=O)(=O)c2ccccc21)c1cccs1 (stereo unspecified),9.9,2.3,2.0,0.3
CC(=O)/C(=N\OCC(=O)N1CCCCCC1)C(=O)Nc1ccc(C)cc1C,8.2,6.3,-0.5,0.7
Cn1cc(-c2cc(Nc3ccc(N4CCOCC4)cc3)ncc2F)cn1,5.6,2.6,0.0,-0.3
CC1=NN(c2ccccc2)C(=O)C1C(=O)O (stereo unspecified),6.1,-15.4,0.8,-0.2
CC(=O)c1cccc(NC(=O)Cn2nnc(-c3ccccc3NC(=O)CC(C)C)n2)c1,6.0,-0.7,0.2,0.0
Cc1ccc(NC(=O)C(=O)NNC(=O)COc2ccc3ccccc3c2)cc1,-7.8,1.0,0.5,0.0
CCOC(=O)C1CSC2(CCCCC2)N1 (stereo unspecified),8.7,8.5,0.5,-0.1
CCC(Sc1nc2ncccc2[nH]1)C(=O)NCC1CCCO1 (stereo unspecified),2.7,5.8,-1.5,-0.2
O=C(OCc1nc2ccc(Cl)cc2n1CCO)c1ccc2c(c1)OCO2,2.2,-2.0,-1.0,-0.1
O=C(Nc1ccc(CCC(=O)N2CCCC2)cc1)c1cncc(Br)c1,1.3,19.6,0.2,0.1
CC1(C)Cc2c(sc3nc(SCc4ccc(Br)cc4)n(Cc4ccccc4)c(=O)c23)CO1,7.0,4.3,0.8,0.0
CC1CN(CCOCCOc2cccc(Br)c2)CC(C)O1 (stereo unspecified),35.1,5.0,-1.7,0.1
Cc1cc(NC(=O)Cn2nc(-c3ccccc3F)ccc2=O)ccc1-n1cnnn1,8.1,-4.5,0.7,0.1
CC1=C(C(=O)Nc2nc3ccccc3s2)C(c2cccc(Cl)c2)C2=C(CC(C)(C)CC2=O)N1 (stereo unspecified),8.1,-0.2,-1.6,1.1
Cc1cc(-c2cncnc2C2CCN(C(=O)c3cnn4cccnc34)CC2)on1,0.1,-3.3,0.3,-0.1
Cc1cccc(-c2ccc(OC(=O)c3cc(C(C)(C)C)cc(C(C)(C)C)c3)c(C)c2)c1,-7.3,13.7,-0.7,0.2
CCCCCc1ccc(-c2ccc(C(=O)Oc3ccc4c(C)cc(=O)oc4c3)cc2)nc1,4.4,4.4,1.5,0.0
CC(C)N(C)Cc1nnnn1CC(=O)N(C)CC1Cc2ccccc2O1 (stereo unspecified),-9.1,-4.8,-2.1,-0.2
COc1ccc(CNC(=O)C(=O)NC(C)c2ccccc2)cc1 (stereo unspecified),-4.5,-4.0,4.6,-0.1

Other results follow:
structure,MITF primary,TEAD-YAP inh,GPR151 ag,FBW7 activator
C=CCN(CC=C)CCOc1ccc(C)cc1OC,24.6,-5.3,-0.1,-0.5
COc1ccc(/C=C2\SC(=S)NC2=O)cc1OC,-0.4,-12.4,-3.0,-0.1
CC(=O)Nc1sc2c(c1CN1CCN(Cc3ccccc3)CC1)CCCC2,3.7,-2.2,-0.1,-0.1
C/C(=N\N=C1\NC(=O)C(CC(=O)Nc2ccc(C(=O)O)cc2)S1)c1ccccc1 (stereo unspecified),11.0,9.8,1.4,0.1
O=C(Nc1cccc(Cl)c1)N1CCCCC1,-6.7,-6.3,0.0,-0.1
O=C(COc1ccccc1)Nc1nnc(-c2ccccc2Cl)o1,6.0,-4.3,1.8,-0.2
Cc1ccc(C)c(-n2c(-c3ccncc3)n[nH]c2=S)c1,-16.4,-19.8,-0.3,-0.1
COc1ccc(C(=O)NC(O)C(Cl)(Cl)Cl)cc1 (stereo unspecified),-5.7,-8.8,-0.4,-0.1
Cc1c(NC(=O)CSc2ccccc2)c(=O)n(-c2ccccc2)n1C,-29.1,7.6,2.2,0.0
COc1ccc(N2CCN(C(=O)c3cccnc3SCc3ccc(C(F)(F)F)cc3)CC2)cc1,-4.7,-0.9,-0.7,-0.1
COc1ccc(NC(=O)COC(=O)CN2C(=O)C3CCCCC3C2=O)cc1 (stereo unspecified),-0.7,2.1,1.2,-0.1
C/C(=N\NC(=O)CCC(=O)Nc1ccc(Cl)cc1C)c1ccc(Br)cc1,-0.8,-3.1,-0.9,0.7
COc1ccc(CCNC(=O)c2csc(-c3ccc(C(N)=O)cc3)n2)cc1,-5.7,6.7,0.0,-0.1
O=C1Nc2ccc(Br)cc2C(c2ccccc2)C1N1CCOCC1 (stereo unspecified),5.1,5.3,-0.3,-0.1
COc1cc(NC(=O)C2CCCN2C(=O)OCc2ccccc2)cc(OC)c1 (stereo unspecified),14.4,-2.2,0.3,-0.1
O=C1OC(c2cccc([N+](=O)[O-])c2)=N/C1=C/c1ccccc1Cl,3.4,0.4,4.1,0.6
COc1nn(C)cc1C(=O)NCC(=O)Nc1ccc2c(c1)Cc1ccccc1-2,7.9,3.6,9.5*,0.1
CCN(CC)S(=O)(=O)c1ccc2c(c1)C(=Cc1ccccc1)c1cc(S(=O)(=O)N(CC)CC)ccc1-2,-3.9,-1.3,-0.1,0.1
CCOc1c(Cl)cc(/C=c2\sc3nc4ccccc4n3c2=O)cc1OC,-3.1,-12.7,-0.4,-0.1
O=C(NC(=S)Nc1ccc2oc(-c3ccncc3)nc2c1)c1ccccc1[N+](=O)[O-],-5.2,-2.1,0.3,0.0
O=C1C2CCCCC2C(=O)N1Cc1ccccc1 (stereo unspecified),9.2,7.5,1.1,0.1
CCC(C)NCCOCCOc1ccc(C)cc1OC (stereo unspecified),53.9*,-6.2,-0.6,0.0
COc1ccc(-c2[nH]nc3c2C(c2ccc(Cl)cc2Cl)C(C#N)=C(N)O3)cc1OC (stereo unspecified),11.2,-0.3,0.6,-0.2
Cc1ccc(OCC(=O)NS(=O)(=O)c2ccccc2)cc1,3.2,1.6,0.1,-0.1
CCc1nnc(NC(=O)CCCOc2ccc(C(C)(C)C)cc2)s1,-0.8,-8.2,-1.6,0.0

The results go on.
structure,MITF primary,TEAD-YAP inh,GPR151 ag,FBW7 activator
Nc1ccc(Sc2ccc(N3C(=O)c4ccc(N)cc4C3=O)cc2)cc1,-2.3,-10.8,-1.0,0.1
C=CCNC(=O)c1cnc2ccccn12,2.0,-4.3,1.1,0.4
C/C(CCCO)=N/Nc1ccc([N+](=O)[O-])cc1[N+](=O)[O-],-7.1,2.7,1.3,-0.1
O=C(CSc1nc2c(c(=O)n1-c1ccc(Cl)cc1)SCC2)c1ccccc1,10.5,5.4,1.7,0.8
O=C1c2cccc([N+](=O)[O-])c2C(=O)N1CC(=O)N1c2ccccc2Sc2ccccc21,4.4,16.6,0.6,0.0
CCOC(=O)C1CCCN(c2c(N3CCc4ccccc4C3)c(=O)c2=O)C1 (stereo unspecified),10.1,-5.8,-1.1,0.8
Cc1csc(NC(=O)CSc2nccc(-c3ccccc3)n2)n1,-2.6,-1.9,0.2,-0.1
COc1ccc(OC)c(C(=O)CSc2nnc(-c3cccnc3)n2C)c1,-8.2,-2.8,-0.4,0.0
Cc1[nH]c(=O)[nH]c(=O)c1S(=O)(=O)N1CCCC(C(=O)N2CCc3ccccc32)C1 (stereo unspecified),28.7,0.1,-1.2,0.4
O=C(Nc1ccc(N2S(=O)(=O)c3ccccc3S2(=O)=O)cc1)c1ccco1,14.8,-65.1,0.0,0.3
O=C(NC1CCCc2ccccc21)C1CCCC1 (stereo unspecified),-11.4,-3.2,-1.5,-0.2
Cc1ccccc1C(c1ncccc1C)N(C)C(=O)C1CCN(C(=O)N2CCCC2)CC1 (stereo unspecified),-9.6,15.7,1.0,-0.2
Cc1ccc(C(=O)Nc2ccc(C(=O)N3CCOCC3)cc2)cc1,4.9,-12.8,0.5,0.0
O=C(COC(=O)c1cc(=O)c2ccccc2o1)Nc1ccccc1F,-3.8,0.5,0.7,0.2
Cc1c(CCNC(=O)CCC2(C)CCC(=O)N2)c2ccccc2n1-c1ccccc1 (stereo unspecified),4.5,9.0,1.9,0.0
COc1ccc(-c2n[nH]n3c2nc(=O)c2ccccc23)cc1,3.9,-14.4,-0.5,-0.1
COc1ccc(C(=O)Nc2nnc(SCC(=O)NC3CCCCC3)s2)cc1OC,-0.3,-5.6,-0.4,0.5
Cc1ccc(C)c(N2CCN(S(=O)(=O)c3ccc(F)c(C(=O)Nc4cccc(Cl)c4Cl)c3)CC2)c1,-0.1,2.6,-1.7,-0.1
COc1ccc(C2CC(=O)C3=C(C2)Nc2ccccc2NC3c2coc3ccc(Cl)cc3c2=O)cc1 (stereo unspecified),3.1,-2.6,1.1,-0.2
CC(=O)N1c2ccccc2NC2=C(C(=O)CC(c3ccc(Cl)c(Cl)c3)C2)C1c1cccnc1 (stereo unspecified),5.7,-8.3,2.1,-0.2
